Peg3 imprint: genomic imprint erasure induction; mouse ES Peg3-LacZ reporter, beta-gal luminescence, 40 h; Potency, µM (top dose mostly 60.7 µM), without a hit: top-dose activity change, positive = activation, most hits filed as activators; 110,000 tested, 0.02% active; AID 1948;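 further: 0% = negative control wells on the plate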
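Imprint erasure is scored as LacZ activity from the silenced maternal Peg3 allele in feeder-free female ES cells cultured 40 h with LIF. Luminescence is normalized to in-plate negative controls and fitted to the Hill equation.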
IkB sig inh: inhibitors of IkB signaling in ABC-DLBCL cells; ABC-DLBCL IkBa-CBG/CBR dual luciferase ratio, 4 h; response scale: scaled: untreated 0%, proteasome inhibitor 100%; Potency, µM (titrated, usually from 57.1 µM), inactives show at the highest dose IkBa stabilization activation; 110,000 tested, 0.04% active; AID 445; active means well fitted curve in the direction sought with a large enough effect in the signal ratio, not every such curve was filed as active; inconclusive means small, poorly fitted or top-dose-only effect, or a change in a side signal; the % refers to the signal ratio;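 further: the direction sought is a rising ratio; 0% = basal untreated cells and 100% = reference inhibitor full response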
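In this assay, an IκBα–CBG68 fusion accumulates when IKK-driven degradation is blocked; native CBR normalizes for cell number. OCI-Ly3 cells were treated 4 h with compound and doxycycline, then green and red light read after Chroma-Glo addition.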
p53ts 32C kill: cytotoxicity in p53ts cells at permissive temperature | H1299-p53A138V at 32C, ATP luminescence viability, 24 h | Potency, µM (titrated, usually from 46.1 µM), for the others: top-dose activity change, negative = cytotoxicity, usual class: cytotoxic | 130,000 tested, 0.93% active | AID 924;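 further: 0% = DMSO and -100% = full killing by reference compound; nearly all actives have a fitted effect of over 55% in size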
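Viability by ATPlite luminescence after 24 h compound treatment (up to 46 uM) at the permissive 32C. Cells are H1299 carrying p53 A138V. Scale runs from DMSO basal to 100 uM tamoxifen as full kill; AC50 from Hill fits.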
p53ts 39C kill: p53ts cell cytotoxicity, nonpermissive temperature | H1299-p53A138V viability at 39C, ATP luminescence, 24 h | Potency, µM (series often up to 46.1 µM), without a hit: at the top dose activity change, negative = cell killing, hits mostly cytotoxic | 130,000 tested, 1.5% active; further: nearly all actives have a fitted effect of over 55% in size
Numbers without * were called inactive; ? = inconclusive; · = not tested or not shown; [ ] = another dose, or the depositor's remark. Unless noted, the call rests on the fitted dose curve; in most records, active means well fitted curve in the direction sought with a large enough effect; inconclusive means small, poorly fitted or top-dose-only effect, or another doubt; inactive means no such curve, though single readings can be large; an effect the other way counts as inactive or inconclusive. Unless noted, on the % scale 0 is the no-effect control and ±100 the full control effect; potency means the concentration at half of the fitted maximal effect. This is a random part of the collection; overall some 1.7% were active at least once.

SMILES | Peg3 imprint | IkB sig inh | p53ts 32C kill | p53ts 39C kill
C=CCNC(=O)C(C#N)c1nc2ccccc2nc1N1CCN(Cc2ccccc2)CC1 (stereo unspecified) | -10% | -3.7% | -5% | 0%
Cc1ccc(-n2nc3c(N4CCC(C(=O)NC(C)C)CC4)nnc(C)c3c2C)cc1 | -6%[10.9 µM] | ? | -2% | 6%
COCC(=O)Nc1ccccc1C(=O)Nc1ccc(OC)cc1 | -52%[inhibitor] | -0.5% | -15% | -9%
Cc1ccc2c(c1)cc1c(=O)n(CC(=O)NC3CCCCC3)nc(C)n12 | -4%[10.9 µM] | ? | 12% | 15%
CCN1CCN(Cc2c(O)ccc3c(=O)c(Oc4ccccc4C(C)C)c(C(F)(F)F)oc23)CC1 | -10%[10.9 µM] | ? | 3% | 18%
Cn1nnnc1SCCCNCc1cccc(OCc2ccccc2)c1 | -23%[10.9 µM] | 1.8% | -4% | 0%
CCOc1ccc(Nc2nc3c(c(=O)[nH]2)CCCC3)cc1 | 0% | 0.0% | 1% | -2%
Cc1cc(C)cc(NC(c2cccc(Cl)c2)c2nnc(-c3ccccc3)o2)c1 (stereo unspecified) | -10%[10.9 µM] | ? | 12% | -13%
Cc1ccccc1Cn1c(SCc2ccc(C(=O)NCCc3ccccc3)cc2)nc2ccncc21 | -14%[10.9 µM] | ? | 16% | -1%
CC(C)c1ccc(NC(=O)CSc2nc3ccccc3nc2Cc2ccccc2)cc1 | 8%[10.9 µM] | 0.6% | 9% | -23%
O=C(c1ccc(-n2c(=O)c(=O)[nH]c3ccccc32)cc1)N1CCCN(Cc2ccccc2)CC1 | · | · | 25% | -6%
Cc1cc(=O)oc(C)c1C(=O)O | -6% | 2.8% | 3% | -5%
Cc1cc(NCCCn2ccnc2)n2ncc(-c3ccccc3)c2n1 | -50%[inhibitor] | 3.6% | 3.2µM* | 4µM*
COc1cc2c(cc1OC)C(COc1ccc(F)cc1)N(C(=O)c1ccccc1F)CC2 (stereo unspecified) | -10%[10.9 µM] | ? | 8% | ?
Cc1ccc(C)c(N2CCN(CCCNC(=O)c3cnn(-c4cccc(Cl)c4)c3C3CCN(C(=O)OC(C)(C)C)CC3)CC2)c1 | -16%[10.9 µM] | ? | ? | ?
Cc1ccccc1-c1ccc2ncnc(NCCN3CCOCC3)c2c1 | -20% | 2.0%[11.4 µM] | 8% | -7%
CCOC(=O)C1CCN(C(=O)CCCOc2ccccc2)CC1 | -18% | 5.3% | 4% | 0%
COc1ccc(CNc2oc(-c3cccc4ccccc34)nc2C#N)cc1 | -13% | 4.7% | 5% | -6%
Clc1ccccc1CSc1ncccn1 | -18% | -0.7% | -2% | -3%
Cn1c(C(=O)N2CCN(c3ccc(Cl)cc3)CC2)cc2c(=O)[nH]c3ccccc3c21 | -15% | 3.0% | -13% | -8%
CCCC(=O)Nc1ccccc1-c1nnc(SC)[nH]c1=O | -8% | 1.7% | -1% | 5%
O=C(Cn1c(=O)n(Cc2ccco2)c(=O)c2oc3ccccc3c21)Nc1ccc(F)cc1F | -16%[10.9 µM] | ? | 7% | -3%
COc1cc(C2NC(=O)NC(c3ccccc3)=C2C(C)=O)ccc1OCC#N (stereo unspecified) | -13% | 0.1% | 8% | 10%
CCOC(=O)C(C(C)=O)C(c1ccc(OC)cc1)C(C(C)=O)C(=O)OCC (stereo unspecified) | -14% | 0.5% | 16% | 9%
Cc1ccccc1CN1CCc2nc(Nc3ccc4c(c3)OCCO4)ncc2C1 | -28%[10.9 µM] | ? | -13% | -15%

Next part (2 carried over from the part before).
SMILES | Peg3 imprint | IkB sig inh | p53ts 32C kill | p53ts 39C kill
CCOC(=O)C(C(C)=O)C(c1ccc(OC)cc1)C(C(C)=O)C(=O)OCC (stereo unspecified) | -14% | 0.5% | 16% | 9%
Cc1ccccc1CN1CCc2nc(Nc3ccc4c(c3)OCCO4)ncc2C1 | -28%[10.9 µM] | ? | -13% | -15%
Cc1cccc(NC(=O)c2cc(NC(=O)C3CCCCC3C(=O)O)ccc2Cl)n1 (stereo unspecified) | 1% | 0.5% | -2% | 2%
CC(=O)Nc1cccc(NC(=O)CN2C(=O)CCSc3ccccc32)c1 | -10%[10.9 µM] | ? | 13% | -19%
O=C(C1CCCCC1)N(Cc1ccccc1)c1ccccn1 | -27% | -0.6% | -1% | 6%
O=C(CCCSc1nc(-c2ccco2)cc(C(F)(F)F)n1)Nc1ccc2c(c1)OCO2 | -8% | ? | 11% | -15%
CCOC(=O)N1CCC(NC(=O)Cn2nc(-c3ccccc3)ccc2=O)CC1 | -13% | -4.4% | -1% | -14%
CN(Cc1ccccc1)c1oc(COc2ccccc2F)nc1C#N | -11% | 2.3% | 2% | 13%
Cc1ccccc1OCC1CO1 (stereo unspecified) | -1% | -0.4% | -1%[1.84 µM] | -3%
COc1ccc(C(=O)Cn2c(N3CCOCC3)nc3ccccc32)cc1OC | -7% | -1.4% | 4% | 7%
O=C(Nc1ccccc1F)c1nc(S(=O)(=O)Cc2ccccc2F)ncc1Cl | -36%[inhibitor][10.9 µM] | ? | ? | 4µM*
Nc1nonc1C(=O)NCCNC(=O)c1cccs1 | -2% | -0.6% | -1% | 2%
CCCCCSc1nc2c(c(=O)[nH]c(=O)n2C)n1CCc1ccccc1 | -5% | 2.6% | 8% | 12%
COC(=O)COc1nc(C)c2c(c1C#N)CC(C)(C)OC2 | 4% | -1.5% | 7% | -7%
CC(=O)Nc1cc(-c2ccccc2)nn1Cc1cccc(Cl)c1 | -6%[10.9 µM] | ? | -14% | 0%
Nc1cc(C(=O)OCC(=O)N2CCCC2)ccc1Cl | -27% | 0.6% | -6% | -10%
CCC(C)(C)n1nnnc1C(c1cc2cccc(C)c2[nH]c1=O)N1CCCC1 (stereo unspecified) | -8% | 2.0% | 6% | -6%
CC1CCN(C(=O)CN2CCSc3ccccc32)CC1 | -11%[10.9 µM] | -0.3% | 4% | 14%
CCCCn1c(NC(=O)CC)c(C#N)c2nc3ccccc3nc21 | -8% | ? | -2% | 6%
Cc1ccc2oc(=O)c3cnn(CC(=O)Nc4ccc(Br)cc4C)c3c2c1 | -2%[10.9 µM] | 1.9% | -1% | -4%
CC(=O)c1ccc(S(=O)(=O)Nc2cccc(-c3ccc(N4CCCCCC4)nn3)c2)cc1 | -12%[10.9 µM] | -3.6% | ? | 6.3µM*
CCCCOC(=O)c1ccc(Nc2nc3ccc(C)cc3n3cnnc23)cc1 | 17%[10.9 µM] | ? | -1% | -10%
CCCC(CCC(=O)Nc1ccc(C(=O)OCC)cc1)C(=O)O (stereo unspecified) | · | · | 5% | -2%
COc1ccccc1C(=O)Nc1ccc(S(=O)(=O)Nc2cc(C)on2)cc1 | -3% | 0.1% | 10% | -3%
C=CCn1c(SCC(=O)Nc2ccccc2OC)nc(O)c(CC)c1=O | -1% | 2.6% | 4% | 9%
COc1cc(NC(=O)c2cccs2)c(OC)cc1NC(=O)CCn1nnc2ccccc21 | -10% | -0.6% | -2% | -8%
CCn1ncc(C2=NOC(C(=O)Nc3cc(OC)c(Cl)cc3OC)C2)c1C (stereo unspecified) | · | · | 2% | -5%

The list goes on.
SMILES | Peg3 imprint | IkB sig inh | p53ts 32C kill | p53ts 39C kill
COc1cc(-c2nc(-c3ccccn3)no2)cc(OC)c1OC | -23% | ? | -24% | -21%
COc1ccccc1NC(=O)N1CCCC1C(=O)NCc1ccccc1 (stereo unspecified) | 7% | 1.0% | -8% | 1%
CC(=O)c1ccc(NC(=O)CSc2ccc3nnc(CCNS(=O)(=O)c4ccc(C)cc4)n3n2)cc1 | -11%[10.9 µM] | -1.4% | 1% | -11%
COC(=O)c1ccccc1NC(=O)c1ccc2nc(CCc3ccccc3)oc2c1 | 19%[10.9 µM] | 0.9% | 12% | -4%
COCC(=O)N(Cc1cc2cc(OC)ccc2[nH]c1=O)c1ccccc1 | 2% | 1.5% | 0% | 7%
COc1cccc(N2CCN(C3CCCC(C)C3)CC2)c1 (stereo unspecified) | -17% | 1.8% | -6% | -7%
O=C(NCCC1=CCCCC1)C1CCN(C(=O)Nc2ccccc2)CC1 | -6% | 0.0% | -5% | -1%
COc1ccc(C(C)NC(=O)C2CCCO2)cc1OC (stereo unspecified) | 3% | -1.0% | -3% | 7%
COc1ccc(-n2c(SCC(=O)NCc3ccc(F)cc3)nc3c([nH]c4ccccc43)c2=O)cc1 | -6%[10.9 µM] | 1.6% | 0% | -17%
Cc1cc(=O)n(CC(=O)NC(C)c2ccccc2)c2c1c(C)nn2-c1cccc(F)c1 (stereo unspecified) | 5%[10.9 µM] | -1.1% | -7% | -6%
Cc1ccc(Cl)cc1N1CCN(C(=O)c2ccc(CN3CCOCC3)cc2)CC1 | -14% | ? | -4% | -6%
COC(=O)NC(c1cccc(F)c1)[C@]1(C(C)=O)CCCC1=O (stereo partly specified) | · | · | 0%[9.22 µM] | -5%[9.22 µM]
CCOC(=O)c1c(C)n(C)c2cc(OCCN(CC)CC)ccc12 | -11% | -0.6% | -1% | 3%
OC(COc1c(Br)cc(Br)cc1Br)CN1CCOCC1 (stereo unspecified) | -22% | ? | -5% | -1%
COc1ccc(Cl)cc1NC(=O)c1cc2c(=O)n3ccccc3nc2s1 | -8%[10.9 µM] | -3.5% | -17% | ?
COC(=O)c1c(NC(=O)CSc2nc3c(c(=O)n(C)c(=O)n3C)n2C(C)C)sc(C)c1C | 5% | -0.4% | -6% | 3%

Exported with two lines to a compound: entries from further up.
Each structure is followed by: Peg3 imprint | IkB sig inh | p53ts 32C kill | p53ts 39C kill
- COC(=O)NC(c1cccc(F)c1)[C@]1(C(C)=O)CCCC1=O (stereo partly specified)
→ · | · | 0%[9.22 µM] | -5%[9.22 µM]
- CCOC(=O)c1c(C)n(C)c2cc(OCCN(CC)CC)ccc12
→ -11% | -0.6% | -1% | 3%
- OC(COc1c(Br)cc(Br)cc1Br)CN1CCOCC1 (stereo unspecified)
→ -22% | ? | -5% | -1%
- COc1ccc(Cl)cc1NC(=O)c1cc2c(=O)n3ccccc3nc2s1
→ -8%[10.9 µM] | -3.5% | -17% | ?
- COC(=O)c1c(NC(=O)CSc2nc3c(c(=O)n(C)c(=O)n3C)n2C(C)C)sc(C)c1C
→ 5% | -0.4% | -6% | 3%

7 entries picked at random from those above:
SMILES | Peg3 imprint | IkB sig inh | p53ts 32C kill | p53ts 39C kill
COc1ccc(C(C)NC(=O)C2CCCO2)cc1OC (stereo unspecified) | 3% | -1.0% | -3% | 7%
COc1ccccc1NC(=O)N1CCCC1C(=O)NCc1ccccc1 (stereo unspecified) | 7% | 1.0% | -8% | 1%
COc1cc(-c2nc(-c3ccccn3)no2)cc(OC)c1OC | -23% | ? | -24% | -21%
COc1cccc(N2CCN(C3CCCC(C)C3)CC2)c1 (stereo unspecified) | -17% | 1.8% | -6% | -7%
Cc1ccc(Cl)cc1N1CCN(C(=O)c2ccc(CN3CCOCC3)cc2)CC1 | -14% | ? | -4% | -6%
Cc1cc(=O)n(CC(=O)NC(C)c2ccccc2)c2c1c(C)nn2-c1cccc(F)c1 (stereo unspecified) | 5%[10.9 µM] | -1.1% | -7% | -6%
OC(COc1c(Br)cc(Br)cc1Br)CN1CCOCC1 (stereo unspecified) | -22% | ? | -5% | -1%
